Rtt109 HAT inh – inhibitors of C. albicans Rtt109/Vps75 HAT, primary screen, biochemical, ThioGlo CoA-SH fluorescence, plate reader | inhibition, % at 34.9 µM | Histone acetyltransferase RTT109 (Candida albicans (strain SC5314 / ATCC MYA-2876)), … | AID 540336, 2011 | purified Rtt109/Vps75, 4 h | 330,000 tested, 0.16% active;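 active means inhibition of at least 50% in every replicate; inconclusive means best replicate reaches 50% inhibition but some replicates fall short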
Target sequence (Q5AAJ8 whole entry, looked up): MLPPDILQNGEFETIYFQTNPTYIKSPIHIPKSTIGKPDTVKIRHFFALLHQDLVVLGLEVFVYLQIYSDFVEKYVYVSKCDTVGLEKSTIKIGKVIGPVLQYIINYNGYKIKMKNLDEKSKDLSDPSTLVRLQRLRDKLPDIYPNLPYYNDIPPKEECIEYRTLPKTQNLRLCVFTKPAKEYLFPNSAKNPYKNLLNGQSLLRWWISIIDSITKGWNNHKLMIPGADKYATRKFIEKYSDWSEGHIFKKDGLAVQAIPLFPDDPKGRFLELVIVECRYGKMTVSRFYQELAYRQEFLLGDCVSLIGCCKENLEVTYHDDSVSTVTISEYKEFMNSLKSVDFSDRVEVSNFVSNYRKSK
dFosB activator – activators of delta FosB homodimer, primary screen, biochemical, fluorescence polarization, TAMRA-CDK5 oligo, single point. Protein FosB (Mus musculus), P13346. purified delta FosB; percent of positive-control signal above neutral wells. activation, % at 25 µM. 340,000 tested, 0.99% active. AID 493131, 2011;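 active means mean activation above about 17%, with every replicate also reaching it, limit read from the data, passing the limit was not always enough; inconclusive means only one of the two conditions met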;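 further: fluorescence polarization rise as delta FosB binds a TAMRA Cdk5 AP-1 oligo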
Target sequence (P13346 whole entry, looked up): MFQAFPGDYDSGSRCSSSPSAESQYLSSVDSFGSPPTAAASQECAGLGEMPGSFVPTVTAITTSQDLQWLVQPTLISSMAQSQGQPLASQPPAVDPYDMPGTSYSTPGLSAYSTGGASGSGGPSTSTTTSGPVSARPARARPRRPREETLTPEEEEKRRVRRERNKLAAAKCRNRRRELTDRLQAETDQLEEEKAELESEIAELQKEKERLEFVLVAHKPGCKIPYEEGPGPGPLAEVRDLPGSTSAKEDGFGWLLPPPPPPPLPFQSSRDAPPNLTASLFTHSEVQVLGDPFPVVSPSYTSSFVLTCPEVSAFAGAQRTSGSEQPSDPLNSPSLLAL
MITF act – activators of MITF-driven TRPM1 promoter reporter, primary screen, cell-based, SK-MEL-5, luciferase, single point; activation, % at 12.5 µM; AID 588334, 2011; SK-MEL-5 TRPM1-promoter luciferase, 24 h; % of positive control, neutral wells = 0; 300,000 tested, 0.75% active;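 active means mean activation of at least 80% with every replicate also reaching 80%; inconclusive means mean reaches 80% but some replicate falls short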;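 further: 0% = neutral control wells and 100% = parthenolide positive control wells; values of inactives mirror those of a sister screen read the other way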
cardiac RTF act – cardiac RTF calcium sensitivity activators, primary screen, biochemical, IANBD-TnC fluorescence, EC20 calcium; Troponin I, cardiac muscle (Homo sapiens) + Troponin T, cardiac muscle (Homo sapiens) + …; IANBD-labeled TnC RTF fluorescence at EC20 calcium; 0% EC20 calcium, 100% full calcium; activation, % at 7.2 µM; 340,000 tested, 0.24% active;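 active means activation above the mean over all tested compounds plus 3 SD, cut at about 30% in these data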;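 further: rise in fluorescence read as greater calcium sensitivity of cardiac thin filaments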
CDK5 p35 inh – inhibitors of human CDK5/p35 kinase, primary screen, biochemical, single concentration; inhibition, % at 10 µM; 330,000 tested, 0.01% active; Recombinant CDK5/p35, ADP-Glo luminescence, 60 min; Cyclin-dependent kinase 5 (Homo sapiens) + Cyclin-dependent kinase 5 activator 1 (Homo …;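 active means highest replicate inhibition of at least 50% and at least 75% of replicates reaching 50%; inconclusive means only one of the two criteria met; inactive means both criteria failed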;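 further: plate controls were DMSO neutral control for no effect and GW8510 at 10 µM for full effect; many of its hits are not listed in these tables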
SR-BI DiI inh – inhibitors of SR-BI mediated HDL lipid uptake, primary screen, ldlA[mSR-BI] cells, fluorescence, single point; Scavenger receptor class B member 1 (Mus musculus), Q61009; ldlA[mSR-BI] CHO cells, DiI-HDL uptake fluorescence, 3 h; inhibition, % at 12.5 µM; 320,000 tested, 0.96% active; AID 488896, 2010;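 active means mean replicate inhibition of at least 70% and a set share of replicates each scoring 70 or more; inconclusive means meets just one of the two criteria; inactive means fails both criteria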;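 further: 0% = median of neutral control wells and 100% = median of positive control wells; values of inactives mirror those of a sister screen read the other way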
SR-BI uptake up – activators of SR-BI mediated DiI-HDL uptake, primary screen, ldlA[mSR-BI] CHO cells, DiI fluorescence; activation, % at 12.5 µM; 320,000 tested, 0.096% active; 3 h; 100 = double the neutral-control signal;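 active means mean replicate activation of at least 60% and every replicate at or above 60%; inconclusive means mean or all-replicate condition met, but not both; inactive means mean below 60% and not all replicates reaching 60%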;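 further: 0% = median plate neutral-control signal and 100% = twice that signal; values of inactives mirror those of a sister screen read the other way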
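Material: SR-BI-overexpressing, LDLR-lacking CHO cells | Dosing: Single compound concentration, delivered by pin transfer | Probe or stimulus: Labelled HDL, 10 µg/mL | Signal: Bottom-read cell fluorescence after medium removal, ex 550/em 595 nm | Schedule: 3 h, 37 °C | Evaluation: HDL uptake via cellular fluorescence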
HTR5A ag ctr – HTR5A agonists in luminescence cell assay, primary screen, counter-screen for OPRM1-OPRD1 heterodimer agonist project, full-deck HTS; 5-hydroxytryptamine receptor 5A (Homo sapiens), P47898; cell-based; activation, % at 9.3 µM; 340,000 tested, 0.61% active; AID 504692, 2011; in the data active means activation mostly above about 9.5%, no sharp cut-off; inactive means mostly below about 7.6%;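 further: 0% = cells with vehicle only and 100% = reference agonist; strong numbers were not always called active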
Target sequence (P47898 whole entry, looked up): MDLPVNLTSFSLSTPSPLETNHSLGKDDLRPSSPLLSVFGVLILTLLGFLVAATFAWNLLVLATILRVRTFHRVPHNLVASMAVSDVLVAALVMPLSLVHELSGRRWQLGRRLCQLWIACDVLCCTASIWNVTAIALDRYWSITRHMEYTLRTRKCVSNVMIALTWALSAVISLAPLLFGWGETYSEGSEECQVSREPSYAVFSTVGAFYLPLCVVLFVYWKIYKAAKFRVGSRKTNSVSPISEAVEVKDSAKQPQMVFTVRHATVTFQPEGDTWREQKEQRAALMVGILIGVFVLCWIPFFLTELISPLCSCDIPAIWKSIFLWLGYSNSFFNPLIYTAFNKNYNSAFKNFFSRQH
Wnt bcat act – Wnt/beta-catenin pathway activators, primary screen, cell-based, plate reader, single point | 300,000 tested, 1.2% active | Wnt/beta-catenin reporter cell assay, activator | AID 743398, 2014 | activation, % at 9.35 µM; in the data active means activation above about 30%, passing the limit was not always enough; inconclusive means no clear call, values can overlap the other calls;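 further: 0% = neutral control wells and 100% = positive control wells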
PvdQ acylase – P. aeruginosa PvdQ acylase inhibitors, primary screen, biochemical, fluorescence, plate reader and imaging, single point; PvdQ acylase [Pseudomonas aeruginosa LESB58]; purified PvdQ acylase; inhibition, % at 10 µM; 340,000 tested, 0.063% active; in the data active means inhibition above about 30%, passing the limit was not always enough; inconclusive means no clear call, values can overlap the other calls;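 further: 0% = vehicle neutral wells and 100% = reference inhibitor wells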
* marks the source's active call; other numbers are inactive results; u = inconclusive; x = no result given.

SMILES	Rtt109 HAT inh	dFosB activator	MITF act	cardiac RTF act	CDK5 p35 inh	SR-BI DiI inh	SR-BI uptake up	HTR5A ag ctr	Wnt bcat act	PvdQ acylase
Cc1c([N+](=O)[O-])c([N+](=O)[O-])nn1CC(=O)NCCc1ccccc1	10.2	0.3	-2.6	5.0	-1.5	7.8	-7.8	-6.4	-1.5	-2.9
Cc1ccccc1CN1CCN(S(=O)(=O)c2ccc(F)cc2)CC1	x	0.8	x	-1.9	-0.6	-22.3	22.3	-0.1	3.1	3.8
CN(C)S(=O)(=O)N1CCN(c2ccc([N+](=O)[O-])c(N3CCOCC3)c2)CC1	1.9	-6.5	-4.1	3.1	-0.1	11.7	-11.7	-5.3	-0.6	-0.2
CCCc1cc(=O)oc2c3c(c4c(c12)OC(C)(C)C=C4)OC(C)C(C)C3O (stereo not drawn)	18.6	-6.5	-16.8	9.7	3.5	1.6	-1.6	0.9	-1.6	16.3
CSc1ccccc1NC(=O)CN(C)C(=O)Cc1c[nH]c2ccccc12	-6.0	2.2	-14.0	-0.4	-2.0	-4.6	4.6	-1.8	0.0	-8.6
Cn1cc(Br)c(C(=O)n2cc(Br)cn2)n1	0.1	-3.2	-2.6	0.2	0.2	-8.8	8.8	-1.2	-0.6	-14.2
O=[N+]([O-])c1ccc(CN2CCN(Cc3c[nH]c4ccccc34)CC2)cc1	-0.2	1.2	0.8	7.1	0.7	-2.2	2.2	0.4	x	-9.8
C=CCC[C@@H](Cc1ccc(F)cc1)C(=O)OC[C@@H](C)NC(=O)[C@@H](CC=C)CC(=O)N[C@H](CO)Cc1ccccc1	7.3	-7.8	-9.8	-0.4	-0.7	57.1	-57.1	2.4	-3.4	-2.2
CSc1cccc(NC(=O)Nc2ccccc2C(N)=O)c1	10.2	3.0	0.3	-1.2	-0.2	-29.6	29.6	6.4	2.7	5.4
O=C(CSc1ncn[nH]1)Nc1ccnc2ccccc12	-0.4	-5.6	x	1.6	-0.3	15.6	-15.6	6.0	-2.2	-35.2
CN1CCN(CC(=O)Nc2ccc(S(=O)(=O)N(C)C)cc2)CC1	-16.0	1.2	-2.3	0.2	-1.4	-10.6	10.6	0.8	0.0	-3.5
O=C(COC(=O)Cn1cnc2ccccc21)Nc1cccc2c1C(=O)c1ccccc1C2=O	-10.0	-10.2	-44.6	45.7*	1.4	-21.6	21.6	9.9	8.3	3.2
COc1ccc(CNC(=O)Nc2ccc(C)c(C)c2)cc1	2.3	5.0	-1.0	5.6	1.5	-7.3	7.3	1.4	1.9	7.9
CCSc1cc(N2CC(C)OC(C)C2)nc(-c2ccccc2Cl)n1 (stereo not drawn)	1.8	3.7	-9.5	-3.8	2.3	44.1	-44.1	7.5	x	0.6
COCCCNC(=O)CSc1nc2ccccc2c(=O)n1CCCC(=O)NCC1CCCO1 (stereo not drawn)	-2.6	7.7	3.2	-2.7	2.1	5.9	-5.9	1.9	-5.6	-7.9
CCOC(=O)c1cnc2c(OC)cccc2c1Oc1ccccc1	-2.4	-9.1	-1.2	-1.5	-0.1	-3.7	3.7	-3.2	1.2	-3.4
O=C(CN1CCN(Cc2ccccc2)CC1)Nc1ccc(F)c(F)c1	7.9	0.3	x	-1.0	1.0	-24.7	24.7	-3.6	0.4	-6.2
Cc1cc(C)cc(NS(=O)(=O)c2ccc3[nH]c(=O)ccc3c2)c1	9.5	7.2	-3.9	-3.3	-0.1	-21.9	21.9	0.7	0.9	-15.9
Cc1occc1C(=O)Nc1cc(C(F)(F)F)ccc1Cl	-4.1	-6.6	-1.8	-8.3	0.0	28.2	-28.2	0.7	-10.7	-5.8
CN1/C(=C\C(=O)COC(=O)c2ccc(O)cc2)C(C)(C)c2ccccc21	0.7	10.0	-15.3	-1.7	-1.3	20.8	-20.8	1.4	-8.6	5.8
Cc1ccc(Cl)cc1N1CCN(Cc2cc3c(cc2O)CCC3)CC1	5.2	-0.6	x	1.9	0.5	6.4	-6.4	-1.1	x	1.0
O=CNC(=O)c1ccccc1C(=O)O	-2.9	-7.8	-3.9	-4.3	-1.2	-4.6	4.6	-2.2	x	-6.2
CCCc1nc2ccc(NC(=O)c3ccco3)cc2c(=O)n1Cc1ccc(Cl)cc1	3.6	-14.0	x	0.8	0.6	54.4	-54.4	2.4	x	-15.7
CN(C)CCCCOc1ccc(Br)cc1Cl	-6.0	-6.4	20.7	-0.1	2.3	-6.9	6.9	0.8	-1.5	-12.4
COc1ccc(S(=O)(=O)N2CCNCC2)cc1OC	-5.6	-4.5	-9.2	3.8	-2.3	-13.3	13.3	-2.3	0.4	-10.9
O=C(Nc1ccccc1N(C(=O)c1ccco1)S(=O)(=O)c1cccs1)c1ccco1	-4.4	-1.7	-13.7	-5.5	-1.8	-2.7	2.7	2.7	-5.3	-12.0
Cc1ccc2c(c1)-c1c(cnn1CC(=O)Nc1ccccc1N1CCN(C)CC1)CO2	4.0	2.8	9.9	3.7	0.7	3.1	-3.1	-1.6	-1.5	2.3
O=C(COC(=O)c1ccccc1SCC(=O)N1CCCC1)NC1CCS(=O)(=O)C1 (stereo not drawn)	-1.2	2.6	3.1	-4.8	0.5	4.9	-4.9	2.6	1.9	-15.2
CCn1c(=S)sc2c(=O)n(CC(=O)Nc3ccccc3)c(C)nc21	-4.8	4.5	-2.4	-3.7	0.0	-8.9	8.9	-0.1	0.1	-3.3
C=CCSc1nc2sc(C)c(C)c2c(=O)n1CC=C	12.5	-3.3	3.3	-3.0	-4.2	3.3	-3.3	-1.3	x	-8.5
CCOc1ccc(NC(=O)CCC(=O)O)cc1	-2.5	-0.9	x	5.2	-1.1	-27.1	27.1	5.7	0.0	-13.6
Cc1c(OCc2ccccc2)c(=O)ccn1Cc1ccccc1	-11.6	2.6	56.3	3.9	2.6	-20.6	20.6	6.9	x	3.8
COc1ccc(-c2nnc(SCC(=O)Nc3cccc(Cl)c3)o2)cc1	x	37.8*	x	-2.2	-0.1	5.1	-5.1	0.8	46.0*	5.9
CC(C)C1Oc2ccccc2N(CC(=O)N(C)C2CCCCC2)C1=O (stereo not drawn)	-1.5	-4.2	14.3	5.2	-0.1	-0.1	0.1	-3.0	-1.3	-19.0
OCC[C@@H]1C[C@@H](O)[C@H](O)[C@@]2(CCCCO2)O1	-1.3	4.7	-4.7	6.8	-0.2	-13.5	13.5	-2.7	22.1	3.6
Cc1cc(C)c(NC(=O)Nc2ccccc2)c(C)n1	-8.9	0.4	-3.8	-1.3	0.5	-14.2	14.2	-1.8	6.5	1.1
COc1ccc(NC(=O)NNC(=O)c2cc3ccccc3cc2O)cc1	-1.9	14.5	-12.1	3.4	-4.7	96.2*	x	-2.0	3.3	-12.7
COc1ccc(/C=C/C(=O)OCCNC(=O)c2ccncc2)cc1OC	-2.9	2.5	-0.9	-4.3	-0.2	-3.1	3.1	-0.6	0.1	-2.6
Cc1c(NC(=O)CCCCCN2C(=O)c3ccccc3C2=O)c(=O)n(-c2ccccc2)n1C	-4.8	-2.1	2.3	0.0	1.0	-18.6	18.6	1.3	x	-6.5
O=S(=O)(NCC1CCCO1)c1ccc(S(=O)(=O)N(Cc2ccc(F)cc2)Cc2ccco2)cc1 (stereo not drawn)	2.6	-3.9	0.5	-1.6	0.5	7.5	-7.5	9.6	x	-15.1
CCn1c(SCC(=O)N=Nc2c(O)[nH]c3ccccc23)nc2ccccc21	0.4	-4.1	1.0	3.3	-0.8	-18.8	18.8	-1.8	x	-6.8
COc1ccccc1N(CC(=O)NCC1CCCO1)C(=O)CNS(=O)(=O)c1ccc(Cl)cc1 (stereo not drawn)	4.3	-8.0	-1.7	0.5	2.4	7.6	-7.6	0.9	0.8	-5.1
O=Cc1c(Sc2ccccn2)nc2ccccn2c1=O	6.5	-2.7	-19.6	-3.4	1.4	77.3*	-77.3	-0.2	-1.4	-9.1
CCOC(=O)c1c(-c2ccc(OC)cc2)csc1NC(=O)CSc1ccccc1	2.0	1.7	-3.0	0.8	0.3	-0.2	0.2	-0.1	1.2	-2.7
CCC(C)c1cc(S(=O)(=O)N2CCOCC2)ccc1OC (stereo not drawn)	-6.1	2.8	x	-2.7	-0.2	-29.6	29.6	-3.4	-2.5	1.3
COC(=O)C(CCSC)NC(=O)c1cc2c(n(-c3ccccc3)c1=O)CC(C)(C)CC2=O (stereo not drawn)	4.1	-5.1	7.2	-2.9	-0.3	-33.3	33.3	3.2	x	20.2
CCCc1nc2ccccc2c(C(=O)OCC(=O)Nc2cccc(S(=O)(=O)N3CCOCC3)c2)c1CC	5.2	-9.2	x	4.7	2.6	1.9	-1.9	6.1	x	7.0
Cc1cccc(C(=O)N2CCC(c3nc(-c4ccc(S(=O)(=O)N5CCOCC5)cc4)no3)CC2)c1	-0.6	0.2	-0.9	1.3	0.4	-12.5	12.5	0.5	u	-10.9
CCOC(=O)c1ccc(NC2=CC(=O)CC(c3ccco3)C2)cc1 (stereo not drawn)	-2.0	-12.1	-4.0	0.8	1.1	19.2	-19.2	9.2	-1.0	8.9
CN(C)c1ccc(C(CNC(=O)c2ccc(F)cc2)c2c[nH]c3ccccc23)cc1 (stereo not drawn)	3.6	-21.7	-9.6	0.1	0.0	-4.2	4.2	-3.8	-7.9	-10.1
The results go on:
SMILES	Rtt109 HAT inh	dFosB activator	MITF act	cardiac RTF act	CDK5 p35 inh	SR-BI DiI inh	SR-BI uptake up	HTR5A ag ctr	Wnt bcat act	PvdQ acylase
CCc1nnc(NC(=O)COc2ccc3ccccc3c2)s1	5.7	-5.2	-16.2	-3.3	-1.4	x	x	5.0	1.3	-8.4
CCN(CC(=O)Nc1ccccc1OC)CC(=O)Nc1c(Cl)ccc(C)c1Cl	-2.5	-14.4	12.1	3.2	-0.7	-6.2	6.2	0.1	-1.2	-12.4
COc1cc2ncnc(NCc3ccccc3)c2cc1OC	10.3	2.7	-3.4	-5.6	-0.4	-3.0	3.0	-1.5	-3.3	-2.6
CC(C)(C)C(=O)CSc1nc(N)cc(=O)[nH]1	-0.8	-2.7	-6.9	4.7	-0.8	x	x	3.8	2.0	-17.8
CN1CCN(S(=O)(=O)c2ccc(NC(=O)c3ccc([N+](=O)[O-])cc3)cc2)CC1	-8.3	-3.2	-9.2	2.8	3.9	22.8	-22.8	7.7	-0.6	8.6

Hits appear at their usual frequency; about 4.4% have a hit in one of these screens.
